Source: PubChem (several laboratories)
TcdB GH inh: TcdB glycohydrolase inhibitors, primary screen, biochemical, single point, plate reader; hit rate 0.24% among 350,000; Toxin B (Clostridioides difficile), P18177; TcdB glycohydrolase enzymatic assay; inhibition, % at 9.99 µM; AID 652162, 2013; in the data active means inhibition above about 10%
Target sequence (P18177 whole entry, looked up): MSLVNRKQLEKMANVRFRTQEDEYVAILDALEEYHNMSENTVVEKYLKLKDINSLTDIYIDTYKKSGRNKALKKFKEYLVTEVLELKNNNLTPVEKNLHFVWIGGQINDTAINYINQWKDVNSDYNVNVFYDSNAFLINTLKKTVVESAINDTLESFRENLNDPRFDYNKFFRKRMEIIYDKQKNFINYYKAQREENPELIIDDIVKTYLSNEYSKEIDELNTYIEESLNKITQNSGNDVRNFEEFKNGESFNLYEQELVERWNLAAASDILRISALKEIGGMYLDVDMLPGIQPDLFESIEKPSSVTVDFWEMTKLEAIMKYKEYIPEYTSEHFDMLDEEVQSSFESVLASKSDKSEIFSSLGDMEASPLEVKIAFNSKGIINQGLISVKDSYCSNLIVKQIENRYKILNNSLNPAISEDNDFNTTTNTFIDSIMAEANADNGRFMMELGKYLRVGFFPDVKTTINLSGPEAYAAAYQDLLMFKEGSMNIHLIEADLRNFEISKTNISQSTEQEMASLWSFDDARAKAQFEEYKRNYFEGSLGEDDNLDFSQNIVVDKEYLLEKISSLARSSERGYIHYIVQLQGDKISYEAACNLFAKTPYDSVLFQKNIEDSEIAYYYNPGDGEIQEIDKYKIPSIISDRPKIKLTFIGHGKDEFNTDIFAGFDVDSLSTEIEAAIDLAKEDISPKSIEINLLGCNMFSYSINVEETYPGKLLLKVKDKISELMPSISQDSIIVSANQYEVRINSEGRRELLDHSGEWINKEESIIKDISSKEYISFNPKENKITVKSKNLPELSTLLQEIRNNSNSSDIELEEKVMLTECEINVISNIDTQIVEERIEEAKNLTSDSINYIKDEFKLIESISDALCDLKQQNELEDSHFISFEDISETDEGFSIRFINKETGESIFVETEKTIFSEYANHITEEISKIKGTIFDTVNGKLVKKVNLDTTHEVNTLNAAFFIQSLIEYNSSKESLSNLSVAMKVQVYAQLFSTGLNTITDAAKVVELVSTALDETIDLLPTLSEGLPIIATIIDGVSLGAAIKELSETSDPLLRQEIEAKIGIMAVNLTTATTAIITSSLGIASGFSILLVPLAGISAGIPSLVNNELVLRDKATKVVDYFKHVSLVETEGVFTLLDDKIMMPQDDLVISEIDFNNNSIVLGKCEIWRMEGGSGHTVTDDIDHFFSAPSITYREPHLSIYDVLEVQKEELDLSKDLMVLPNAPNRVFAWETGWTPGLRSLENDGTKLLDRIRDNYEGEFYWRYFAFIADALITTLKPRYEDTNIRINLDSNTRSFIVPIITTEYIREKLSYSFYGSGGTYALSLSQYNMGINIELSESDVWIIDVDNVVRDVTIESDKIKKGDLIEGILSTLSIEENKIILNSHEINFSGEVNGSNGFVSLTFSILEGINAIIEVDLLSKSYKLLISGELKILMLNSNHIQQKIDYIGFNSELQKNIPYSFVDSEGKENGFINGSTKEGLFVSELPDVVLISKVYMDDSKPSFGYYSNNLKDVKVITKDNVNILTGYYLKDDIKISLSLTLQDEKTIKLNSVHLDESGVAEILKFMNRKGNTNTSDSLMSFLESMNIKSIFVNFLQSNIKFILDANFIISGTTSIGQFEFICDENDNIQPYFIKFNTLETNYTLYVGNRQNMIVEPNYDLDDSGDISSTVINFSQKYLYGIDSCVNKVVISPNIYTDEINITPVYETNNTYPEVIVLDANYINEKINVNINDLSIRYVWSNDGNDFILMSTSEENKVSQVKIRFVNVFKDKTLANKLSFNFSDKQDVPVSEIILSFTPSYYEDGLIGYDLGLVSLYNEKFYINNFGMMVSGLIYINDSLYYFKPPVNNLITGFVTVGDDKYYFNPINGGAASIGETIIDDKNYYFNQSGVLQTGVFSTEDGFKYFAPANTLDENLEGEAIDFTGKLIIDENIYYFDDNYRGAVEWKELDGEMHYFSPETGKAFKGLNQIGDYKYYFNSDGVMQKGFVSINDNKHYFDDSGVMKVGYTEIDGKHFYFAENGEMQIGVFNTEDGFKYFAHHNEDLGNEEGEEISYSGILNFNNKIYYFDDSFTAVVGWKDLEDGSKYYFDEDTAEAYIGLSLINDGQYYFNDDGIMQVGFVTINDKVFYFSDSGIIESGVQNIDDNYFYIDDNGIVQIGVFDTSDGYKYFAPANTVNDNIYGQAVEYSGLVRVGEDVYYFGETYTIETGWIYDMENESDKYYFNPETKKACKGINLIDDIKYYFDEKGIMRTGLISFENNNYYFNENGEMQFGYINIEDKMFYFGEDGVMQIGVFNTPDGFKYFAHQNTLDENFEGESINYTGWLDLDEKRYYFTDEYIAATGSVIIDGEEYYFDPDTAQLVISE
Anthrax LF prot: Bacillus anthracis LF protease inhibitors, primary screen, biochemical, multiplex microsphere, MLPCN library; hit rate 0.12% among 360,000; multiplex microsphere protease cleavage assay; inhibition, % at 10 µM; Lethal factor (Bacillus anthracis), P15917; further: plate controls were buffer without enzyme for full effect and enzyme alone for no effect
PfHsp40 yeast: rescue of yeast from PfHsp40 toxicity, primary screen, S. cerevisiae, ATP luminescence; S. cerevisiae expressing PfHsp40, growth rescue; growth rescue, % at 12.5 µM; hit rate 0.68% among 340,000; AID 504582, 2011; in the data active means growth rescue above about 28%, passing the limit was not always enough; inconclusive means no clear call, values can overlap the other calls;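 further: yeast W303a lacking pdr1 and pdr3 grown in galactose medium; growth measured after three days at 30 °C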
3CLpro inhibitor: SARS-CoV 3CLpro protease inhibitors, primary screen, biochemical, quenched FRET; recombinant SARS-CoV 3CLpro, quenched FRET peptide cleavage; inhibition, % at 6 µM; Replicase polyprotein 1ab (Severe acute respiratory syndrome coronavirus), P0C6X7; hit rate 0.14% among 290,000; in the data active means inhibition above about 12%
Vc quorum ag: inducers of Vibrio cholerae quorum light production without autoinducers, primary screen, BH1578 luxS cqsA deficient, single point | V. cholerae BH1578 lux reporter, luminescence, 6 h | activation, % at 18.7 µM | hit rate 0.16% among 350,000; in the data active means activation mostly above about 9.7%, no sharp cut-off; inconclusive means no clear call, values can overlap the other calls; inactive means mostly below about 3.7%; further: not every result past the cut was called active; inactives centre near 0; reference of the scale not given here
SSB-PriA inh: inhibitors of Klebsiella pneumoniae PriA binding to SSB C-terminal tail, primary screen, biochemical, AlphaScreen | PriA–SSB C-terminal tail interaction (Klebsiella pneumoniae) | AlphaScreen SSBct-PriA binding, biotinylated peptide | inhibition, % at 33 µM | hit rate 0.6% among 430,000 | AID 1272365, 2023; in the data active means inhibition mostly above about 37%, no sharp cut-off; inactive means mostly below about 20%;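 further: plate controls were negative control peptide for no effect and reference peptide for full effect; strong numbers were not always called active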
PrPC TRFRET: inhibitors of human cell surface prion protein PrPC, primary screen, cell-based, TR-FRET | AID 720596, 2013 | Major prion protein (Homo sapiens), P04156 | TR-FRET read-out | hit rate 0.43% among 370,000 | inhibition, % at 13.8 µM; in the data active means inhibition above about 24%; further: 0% = median of the test wells and 100% = reference compound wells
BoNT A protease: BoNT/A light chain protease inhibitors, primary screen, biochemical, flow cytometry, MLPCN library. Botulinum neurotoxin type A light chain protease (Clostridium botulinum A str. ATCC 3502). multiplex microsphere protease substrate cleavage. inhibition, % at 10 µM. hit rate 0.17% among 360,000. AID 588499, 2011; further: plate controls were buffer without enzyme for full effect and enzyme alone for no effect
Y pestis TopoI: Yersinia pestis topoisomerase I inhibitors, primary screen, biochemical, cleavage product accumulation, plate reader, single point | DNA topoisomerase I (Yersinia pestis CO92) | Y. pestis Topo-I cleavage product accumulation | activity, % at 10 µM | hit rate 0.064% among 360,000 | AID 504884, 2011; in the data active means activity above about 50%, passing the limit was not always enough; inconclusive means no clear call, values can overlap the other calls; further: inactives centre near 2
* = called active by the depositor; i = inactive; ? = inconclusive; . = no result given. Unless noted, no stated cut-off is given here; in the data, active means inhibition above about 30%; inconclusive means no clear call, values can overlap the other calls; inactive means below that. An excerpt (hit frequency here may not be typical).

molecule	TcdB GH inh	Anthrax LF prot	PfHsp40 yeast	3CLpro inhibitor	Vc quorum ag	SSB-PriA inh	PrPC TRFRET	BoNT A protease	Y pestis TopoI
CC(=O)Nc1ccc(NC(=O)Cc2sc(C)nc2-c2ccc(C)cc2)cc1	0.5	2	0.1	-1	i	2	5	1.1	-4
C/C(=N\NC(N)=S)c1ccc2c(c1)OCCO2	12*	-11	-0.2	6	-2.0	.	-3	-0.8	4
CCc1nc2ccc(C(=O)N(C)CCCN(C)C)cn2c1N(CC)CCOC	0.6	2	.	.	-4.5	.	3	-0.1	2
COC(=O)n1c(=O)oc2ccccc21	.	1	-0.3	-1	-0.4	-16	-3	0.3	6
COc1ccccc1NC(=O)c1sc(NC(=O)c2ccco2)c(C#N)c1C	1.2	-5	-0.3	4	i	-13	0	1.8	3
CCOC(=O)C1(C)CCCCN1C(=O)c1cccs1 (stereo not given)	0.3	-4	.	.	i	.	7	0.0	1
CC(=O)Nc1ccc(S(=O)(=O)N(C)CC(=O)OC(C)C(=O)N(C)C2CCCCC2)cc1 (stereo not given)	-0.2	4	-0.3	2	-0.3	-27	2	0.4	0
CC(=NNC(=O)c1cccc(S(=O)(=O)N2CCOCC2)c1)c1ccc(Cl)cc1	-5.7	-2	1.3	.	.	-2	-4	-0.5	14
N/C(=N\OC(=O)c1ccc([N+](=O)[O-])cc1)c1cccnc1	-1.3	1	0.2	5	5.4	.	-15	0.0	1
CC(C)c1ccc(NC(=O)CSc2nc(=O)n(CCCN3CCOCC3)c3c2CCCC3)cc1	-0.1	-1	-0.5	.	i	-6	-5	2.4	18
COC(=O)c1sccc1-n1cccc1C(=O)C(=O)N1CCCC1	.	-1	0.9	5	i	2	-1	0.4	-2
CN(CC(=O)Nc1cccc(F)c1)C(=O)/C=C/c1ccc(S(=O)(=O)N2CCCCCC2)cc1	-0.2	0	0.3	.	i	-3	0	2.1	28
Cc1nnc(SCC(=O)Nc2cc(S(=O)(=O)N3CCCC3)ccc2Cl)n1C1CC1	0.3	2	1.2	.	-0.8	1	13	0.7	9
CC1(C)Cc2ccccc2-c2nnc(-c3cccnc3)n21	.	0	0.1	2	4.1	9	1	-0.7	9
Cc1[nH]c(C)c2c(=O)n(-c3ccccc3)ncc12	1.4	0	0.8	-3	-0.2	-1	-3	0.3	-4
O=C(CN1CCN(S(=O)(=O)c2ccccc2)CC1)NC(=O)NCc1ccccc1	.	2	-0.1	-3	0.7	-7	2	1.4	4
COc1ccc(C(C(=O)NC(C)(C)C)N(C(=O)CCC(=O)Nc2cc(C)on2)c2ccc3c(c2)OCCO3)cc1 (stereo not given)	1.5	-2	2.7	-7	-0.3	-8	-5	-1.2	19
Cc1c(C)c2c(OCC(=O)NC3CC3)cc3c(c2oc1=O)CCC(C)(C)O3	0.4	3	3.9	4	-0.5	-18	-2	0.1	2
COc1ccccc1CN1C(=O)[C@@H]2C(CC(N)=O)NC3(C(=O)Nc4c3ccc(Cl)c4C)[C@@H]2C1=O (stereo not given in full)	.	0	-0.9	-1	-0.5	11	9	1.3	7
O=C(c1ccccc1Cl)N1CCSCC1	5.3	.	-1.7	4	1.3	-5	-7	.	1
O=C(CCc1nc2ccccc2c(=O)[nH]1)NCC(=O)Nc1ccc(F)c(F)c1	-0.4	0	-0.9	.	i	-10	-2	-4.1	7
Cc1nc(SC2CC(=O)N(c3ccc([N+](=O)[O-])cc3)C2=O)nc2c1CCCC2 (stereo not given)	.	2	1.0	3	-1.7	5	-3	0.1	1
COc1ccc(S(=O)(=O)N(CC(=O)O)c2ccccn2)cc1	.	2	-2.2	3	i	-10	10	0.1	2
Clc1nc2ccccc2cc1/C=N/Nc1nc2ccccc2[nH]1	0.8	-2	-0.5	-3	-0.3	.	-17	-0.5	-29
CCOc1ccccc1-c1nc(C(N)=O)c2[nH]c(=O)n(-c3cccc(C)c3)c2n1	.	0	-1.2	0	i	1	5	0.1	31
Cn1c(=O)c2c(nc(Oc3ccc4ccccc4c3)n2C)n(C)c1=O	.	-19	1.1	2	-0.2	11	0	15	14
Cc1ccc(-c2noc(-c3ccccc3Br)n2)cc1	.	-2	1.5	-2	i	-105	1	-0.4	6
C=CCN(C(=O)c1csnn1)C(C(=O)NC1CCCC1)c1ccccc1 (stereo not given)	-8.0	-4	-0.1	0	i	-4	8	-3.0	4
CCN1CCCC1CNS(=O)(=O)c1c(C)cc(C)cc1C (stereo not given)	0.5	5	-1.3	3	i	-7	4	-1.5	1
O=C1CC(c2ccc(O)c(O)c2)Oc2c1ccc(O)c2O (stereo not given)	-7.4	-8	0.2	.	-0.4	1	-5	-2.0	-17
CCc1ccc(NC(=O)c2cccnc2)cc1	.	-2	-0.6	-3	i	1	2	?	4
COc1ccc(CCNC(=O)Oc2ccccc2)cc1OC	-1.4	7	-0.1	1	0.8	13	6	0.3	-6

As entered above:
SSB-PriA inh with CCN1CCCC1CNS(=O)(=O)c1c(C)cc(C)cc1C (stereo not given) stands at -7
SSB-PriA inh with Cc1ccc(-c2noc(-c3ccccc3Br)n2)cc1 stands at -105

Further entries
molecule	TcdB GH inh	Anthrax LF prot	PfHsp40 yeast	3CLpro inhibitor	Vc quorum ag	SSB-PriA inh	PrPC TRFRET	BoNT A protease	Y pestis TopoI
NC(=O)/C(=C\c1ccco1)NC(=O)c1ccco1	-8.8	-1	.	.	i	.	1	-0.1	7
COCCn1c(SCC(=O)NCCc2ccccc2)nnc1-c1ccco1	.	-1	-1.8	-3	-0.2	4	2	-2.8	8
Cn1cc(-c2ccc(Cl)cc2)cc(C#N)c1=O	1.1	0	-0.5	0	-0.4	-30	-17	0.6	8
O=C1CN(C(=O)CSc2nc3c(cnn3-c3ccccc3)c(=O)[nH]2)c2ccccc2N1	-5.8	-4	0.0	.	i	4	2	-0.4	1
CN1CCN(CC(=O)N2CCn3c4c(c5cc(C6CCCCC6)ccc53)CCCC42)CC1 (stereo not given)	.	-8	1.3	3	-1.0	46	.	-0.4	-17
C=CCNC(=S)Nc1nc2c(cc1C(=O)OCC)COC(C)(C)C2	0.3	-5	-0.5	1	i	3	1	0.8	1
CCOC(=O)C1CCN(C(=O)CN(c2ccc(OC)cc2)S(=O)(=O)c2c(C)nn(C)c2C)CC1	0.9	-7	0.3	-1	-0.4	1	-4	-0.4	22
CCN1C(=O)C(CC(=O)Nc2ccccc2)N(Cc2ccccn2)C1=S (stereo not given)	1.9	.	-1.1	2	i	-7	-1	.	-11
Cc1noc(C)c1CN(C(=S)NC1CC2CCC1C2)c1ccccc1 (stereo not given)	-0.5	-6	3.1	3	-0.4	-8	5	3.7	-5
COC(=O)c1ccc2c(c1O)C(=O)c1ccccc1C2=O	.	-1	342*	-1	-0.3	35	-7	1.5	-17
Cn1c(CSCc2ccc(F)cc2)nnc1SCC(=O)N1CCN(c2ccccc2)CC1	.	-2	0.7	2	i	0	12	0.1	29
COc1ccc(N=c2oc3cc(O)ccc3cc2C(=O)NCC2CCCO2)c(OC)c1 (stereo not given)	.	?	-0.1	3	-0.4	5	7	3.4	5
CC(=O)c1cccc(S(=O)(=O)N2CCC(c3nc4ccccc4[nH]3)CC2)c1	1.7	0	-1.9	-5	-0.2	-4	5	1.2	9
CC(Nc1nc2ncn(Cc3ccccc3)c2c(=O)[nH]1)C(=O)O (stereo not given)	.	-13	0.5	2	i	1	5	-0.9	0
CCNC(=O)/C(=C/c1cccc([N+](=O)[O-])c1)NC(=O)c1ccc(C)cc1	0.6	-1	0.5	-1	-2.1	-8	-19	-0.5	-5
O=C(COC(=O)/C=C/c1ccc([N+](=O)[O-])cc1)NNC(=O)c1ccccc1	1.2	-4	-1.2	.	0.8	-3	-33	-0.2	-11
CCCS(=O)(=O)c1nc(S(=O)(=O)c2ccc(C)cc2)c(N2CCC3(CC2)OCCO3)s1	-2.9	3	-0.6	2	-0.3	8	-1	1.5	30
O=C(COC(=O)c1cccc(OC(F)F)c1)NC(=O)NC1CCCCC1	1.4	-5	.	.	i	-23	-6	-4.4	-8
Cc1c(C(=O)O)sc2nc3n(c(=O)c12)CCC3	0.0	2	-0.5	0	-0.2	-4	8	-1.1	-13
CCOC(=O)c1ccc(-n2c(C)nc3ccccc3c2=O)cc1	.	-3	0.5	-1	-25	-3	2	-0.6	-5
O=C1c2ccccc2C(=O)N1SC1CCCCC1	.	-3	-2.0	-10	i	3	0	1.1	-7
COc1ccc(S(=O)(=O)N2CCOC2CNC(=O)C(=O)NCCCN2CCOCC2)cc1OC (stereo not given)	1.1	1	0.4	-4	-1.7	6	-1	-0.3	6
Cc1cc(C)cc(NC(=S)/C(=C(\[O-])c2ccc(Cl)s2)[n+]2cccc(C)c2)c1	1.8	-2	0.1	0	-0.3	.	1	3.4	1
Cc1cc(Br)cc(C)c1OCC(=O)NNC(=O)CCC(=O)NCc1ccccc1	-3.0	-10	-1.4	2	-0.1	-10	6	-0.4	2
COCCCN(Cc1ccco1)C(=O)c1cc2c(s1)-c1ccc(Cl)cc1S(=O)(=O)C2	1.4	0	-0.8	-5	-0.2	-5	-15	-0.6	1
O=C(COC(=O)c1ccc(Br)cc1)NCCN1C(=O)CSC1=O	1.8	1	0.1	-3	-0.3	5	0	0.9	2
CCOC(=O)C(Cc1ccc(O)cc1)Nc1nc2ccccc2o1 (stereo not given)	-0.4	2	0.1	.	i	-2	-10	-0.3	4
O=C(CCC(=O)c1ccc(F)cc1)Nc1cccnc1	.	0	-0.1	1	-0.4	3	-3	-1.3	-3
O=C(N=C1SC2CS(=O)(=O)CC2N1c1ccc(Br)cc1)C1CCCO1 (stereo not given)	0.5	4	2.1	-3	i	0	-4	2.3	4
CCc1ccc(NC(=O)CCc2ccc(C)o2)cc1	-3.3	-4	0.1	-2	-1.7	3	7	0.1	-3
COc1cccc(-c2nnc3n2N=C(c2cc(OC)ccc2OC)CS3)c1	.	4	0.5	2	1.1	-6	-10	0.0	5
Cc1cccc(NC(=S)NCc2ccccc2Cl)c1C	1.3	-13	0.7	-1	-0.3	-4	7	2.4	3
Cn1c(=O)c2c(SCC(=O)c3ccccc3)nc(C3CC3)nc2n(C)c1=O	.	0	0.9	-1	-0.1	-3	.	0.3	4
CCOC(=O)C(=O)N1CCN(CC)CC1	.	-1	0.7	0	-0.3	3	-3	-0.5	-2
CS(=O)(=O)N(CC(=O)NCC1CCCO1)Cc1ccc(Cl)cc1 (stereo not given)	.	-2	-0.5	-1	i	-11	-1	-0.1	3
CS(=O)(=O)N(Cc1ccccc1)c1ccccn1	1.4	-1	-1.5	0	i	-23	9	-1.2	7
NC1=NC(c2ccccc2)=NC1(NC(=O)c1ccccc1)C(Cl)Cl (stereo not given)	-0.7	1	0.3	2	-0.3	-4	1	0.7	-1
C=CCN(C(=O)CNC(=O)c1cccs1)C(C(=O)NC(C)(C)C)c1ccccc1 (stereo not given)	3.5	1	0.4	-1	i	-12	4	1.2	-13
